Growth percent in the NCI-60 one-dose screen (48 h, 10 µM unless noted): 100 = growth as untreated, 0 = no growth, -100 = all killed.
SK-OV-3: SK-OV-3 ovarian cancer cells. 3.2% of 80,000 active
NCI-H522: NCI-H522 lung cancer. 8% of 78,000 active. AID 1794739
IGROV1: IGROV1 ovarian cancer. AID 1794786. 4.7% of 79,000 active
NCI-H226: NCI-H226 lung cancer; AID 1794732; 3.5% of 79,000 active
COLO 205: COLO 205 colon cancer; AID 1794742; 7.3% of 79,000 active
NCI/ADR-RES: NCI/ADR-RES ovarian cells; 4.4% of 81,000 active
NCI-H23: NCI-H23 lung cancer; AID 1794731; 4% of 80,000 active
NCI-H322M: NCI-H322M lung cancer. 2.7% of 80,000 active
NCI-H460: NCI-H460 lung cancer; 6.8% of 82,000 active; AID 1794736
The depositor's hits bear a star; · = not tested or not shown. How the source made its calls: active means growth percent below 10; inactive means the rest.

1. C=CCn1c(-c2nc3ccc(C(=C(C#N)C#N)c4ccccc4)cc3[nH]2)cc2cc(-c3ccc(C=O)cc3)ccc21
2. O=C(CNC(=O)NCC1CCC(F)CC1)NC1NC2CCCCC2N1 (centres undefined)
3. CN(C)CCCn1c2c(c3cnccc3c1=O)C(=O)c1ccccc1-2
4. CC1(C)CC(=O)C(Cc2cn(-c3ccccc3O)nn2)(Cc2cn(-c3ccccc3O)nn2)C(=O)C1
5. O=C(N/N=C1/C2CC3C(C2CO)[C@H]13)c1ccncc1 (some centres undefined)
6. Cc1nc(NC(=O)COc2cccc(/C=C3\Cc4ccc(Cl)cc4C3=O)c2)sc1C
7. Cc1c2c(c(C)c3c1[nH]c1ccccc13)C(=O)N(CCCO)C2=O
8. Oc1ccc(Cl)cc1-c1nc2ccccc2s1
Assay by compound	1	2	3	4	5	6	7	8
SK-OV-3	93	92	21	87	90	112	96	109
NCI-H522	73	99	-28*	84	67	86	85	104
IGROV1	88	87	3.6*	106	109	33	87	83
NCI-H226	84	77	-14*	91	93	100	95	104
COLO 205	107	102	-25*	·	111	119	94	103
NCI/ADR-RES	87	94	-18*	97	109	96	83	104
NCI-H23	90	90	-11*	100	106	94	77	93
NCI-H322M	75	98	-7.5*	102	112	114	87	102
NCI-H460	87	98	-27*	102	102	94	83	108

9. CSc1nc(N)nc2c1ncn2C
10. CS(=O)(=O)Nc1ccc(C(=O)NC(C(=O)NO)c2ccc(-c3ccncc3)cc2)cc1 (centres undefined)
11. CCNC(=O)Nc1ncccc1OCc1ccc(F)cc1
12. Cc1ccc(C(=O)c2c(C(=O)N(C)N)noc2-c2ccc(C)cc2)cc1
13. CN(C)c1ccc(/C=N/n2c(-c3cc(F)c(Cl)cc3Cl)nn(CNc3ccc(F)cc3)c2=S)cc1
14. Cc1ccc(S(=O)(=O)Oc2cc3oc(=O)c4c(c3cc2Cl)CCCCC4)cc1
15. CCOC(=O)[C@]1(C)C(=O)N2c3cc(O[Si](C(C)C)(C(C)C)C(C)C)cc4c3[C@H](C(C)=C[C@@]2(CC)C1=O)[C@@H](C)C4=O
16. C/C(=N/NC(N)=S)c1sc(Nc2ccc(O)cc2)nc1C
Assay by compound	9	10	11	12	13	14	15	16
SK-OV-3	90	·	94	100	100	92	95	117
NCI-H522	78	109	86	80	73	68	71	100
IGROV1	106	95	102	100	121	89	100	116
NCI-H226	102	·	106	98	78	83	78	101
COLO 205	94	115	115	·	103	78	·	118
NCI/ADR-RES	99	106	93	99	85	73	100	104
NCI-H23	96	108	87	100	102	71	93	95
NCI-H322M	104	95	105	93	75	98	106	104
NCI-H460	104	116	105	100	110	87	102	110

Sorted by count of non-hydrogen atoms (lowest first): some entries from above
9. CSc1nc(N)nc2c1ncn2C
8. Oc1ccc(Cl)cc1-c1nc2ccccc2s1
5. O=C(N/N=C1/C2CC3C(C2CO)[C@H]13)c1ccncc1 (some centres undefined)
16. C/C(=N/NC(N)=S)c1sc(Nc2ccc(O)cc2)nc1C
7. Cc1c2c(c(C)c3c1[nH]c1ccccc13)C(=O)N(CCCO)C2=O
2. O=C(CNC(=O)NCC1CCC(F)CC1)NC1NC2CCCCC2N1 (centres undefined)
12. Cc1ccc(C(=O)c2c(C(=O)N(C)N)noc2-c2ccc(C)cc2)cc1
14. Cc1ccc(S(=O)(=O)Oc2cc3oc(=O)c4c(c3cc2Cl)CCCCC4)cc1
6. Cc1nc(NC(=O)COc2cccc(/C=C3\Cc4ccc(Cl)cc4C3=O)c2)sc1C
10. CS(=O)(=O)Nc1ccc(C(=O)NC(C(=O)NO)c2ccc(-c3ccncc3)cc2)cc1 (centres undefined)
Assay by compound	9	8	5	16	7	2	12	14	6	10
SK-OV-3	90	109	90	117	96	92	100	92	112	·
NCI-H522	78	104	67	100	85	99	80	68	86	109
IGROV1	106	83	109	116	87	87	100	89	33	95
NCI-H226	102	104	93	101	95	77	98	83	100	·
COLO 205	94	103	111	118	94	102	·	78	119	115
NCI/ADR-RES	99	104	109	104	83	94	99	73	96	106
NCI-H23	96	93	106	95	77	90	100	71	94	108
NCI-H322M	104	102	112	104	87	98	93	98	114	95
NCI-H460	104	108	102	110	83	98	100	87	94	116

13. CN(C)c1ccc(/C=N/n2c(-c3cc(F)c(Cl)cc3Cl)nn(CNc3ccc(F)cc3)c2=S)cc1
4. CC1(C)CC(=O)C(Cc2cn(-c3ccccc3O)nn2)(Cc2cn(-c3ccccc3O)nn2)C(=O)C1
15. CCOC(=O)[C@]1(C)C(=O)N2c3cc(O[Si](C(C)C)(C(C)C)C(C)C)cc4c3[C@H](C(C)=C[C@@]2(CC)C1=O)[C@@H](C)C4=O
1. C=CCn1c(-c2nc3ccc(C(=C(C#N)C#N)c4ccccc4)cc3[nH]2)cc2cc(-c3ccc(C=O)cc3)ccc21
Assay by compound	13	4	15	1
SK-OV-3	100	87	95	93
NCI-H522	73	84	71	73
IGROV1	121	106	100	88
NCI-H226	78	91	78	84
COLO 205	103	·	·	107
NCI/ADR-RES	85	97	100	87
NCI-H23	102	100	93	90
NCI-H322M	75	102	106	75
NCI-H460	110	102	102	87

Remaining list, next part
17. O=c1c2ccccc2nc(N/N=C/c2ccc(Oc3ccc(Cl)cc3)cc2)n1-c1ccc(Cl)cc1
18. COc1ccc(/C=C2\C=C(c3ccc(F)cc3)N(Cc3ccc(F)cc3)C2=O)cc1OC
19. Cc1ccc(S(=O)(=O)Nc2ccsc2-c2nc(-c3ccccc3)no2)cc1
20. CCCCCCCCCCCCCCCc1ccc(N)c(OC2OC(COC(C)=O)C(OC(C)=O)C(OC(C)=O)C2OC(C)=O)c1 (centres undefined)
21. c1cc2ccc3cc2cc1CNCCOCCNCc1ccc2ccc(cc2c1)CNCCOCCNC3
22. Cc1c(/C=N\Nc2ccccc2)[nH]c(=O)[nH]c1=O
23. Nc1ccc(S(=O)(=O)NN=C2CCCC2)cc1
24. O=C1CNC(=O)CN1
Assay by compound	17	18	19	20	21	22	23	24
SK-OV-3	114	105	73	98	·	125	91	100
NCI-H522	96	85	48	83	-62*	95	88	104
IGROV1	110	95	90	96	-4.1*	108	109	120
NCI-H226	102	81	102	93	-29*	115	89	98
COLO 205	114	105	·	109	-53*	134	110	124
NCI/ADR-RES	106	83	91	103	105	104	106	93
NCI-H23	109	79	91	103	-53*	105	95	95
NCI-H322M	111	84	92	95	-11*	99	98	90
NCI-H460	111	90	95	101	-9.5*	97	101	109

25. CC(COS(=O)(=O)Cc1ccccc1)OS(=O)(=O)Cc1ccccc1 (centres undefined)
26. COc1ccc(NC(=O)CN)cc1
27. O=[N+]([O-])c1ccc(Cc2ccc([N+](=O)[O-])cc2)cc1
28. C=CCNS(=O)(=O)c1ccccc1
29. COc1ccc(CCC2CCCC2C2CC2)cc1 (centres undefined)
30. OCCc1cccc(C(F)(F)F)c1
31. O=[N+]([O-])c1ccc(/C=N/c2nn[nH]n2)cc1 (tested in a mixture with another compound)
32. COc1cc(CN(CCC(O)N2CCCC2=O)Cc2ccc3c(c2)OCO3)cc(OC)c1OC (centres undefined)
Assay by compound	25	26	27	28	29	30	31	32
SK-OV-3	94	84	·	106	·	99	102	102
NCI-H522	87	84	86	102	94	95	102	95
IGROV1	105	105	93	113	105	99	117	95
NCI-H226	94	94	109	101	111	104	114	104
COLO 205	103	102	·	117	109	107	114	120
NCI/ADR-RES	99	101	99	103	101	100	108	103
NCI-H23	95	98	98	105	90	98	101	108
NCI-H322M	97	106	106	102	100	106	106	90
NCI-H460	107	100	110	110	101	109	104	106

33. COc1ccc(/C=N/N2CC(C)OC(C)C2)cc1OC1CCCC1 (centres undefined)
34. COc1ccc2oc3c4[nH]c5ccccc5c4c4c(c3c2c1)C(=O)NC4=O
35. Cc1cc(-c2ccccc2)[nH]c1-c1nccc2ccccc12
36. O=C1/C(=C2\SC(=S)N(C3CCCC3)C2=O)SC(=S)N1C1CCCC1
37. CC1NC(=O)NC1CCCCCC(=O)O (centres undefined)
38. C=C(C)[C@@H]1CC[C@]2(C(=O)N3CCN(C)CC3)CC[C@]3(C)[C@H](CC[C@@H]4[C@@](C)(CCC#N)[C@H](C(=C)C)CC[C@]43C)[C@@H]12
39. Nc1cc(S(=O)(=O)O)ccc1S(=O)(=O)O
40. O=c1[nH]c2cc([N+](=O)[O-])ccc2c2ccccc12
Assay by compound	33	34	35	36	37	38	39	40
SK-OV-3	·	·	90	110	109	100	116	102
NCI-H522	80	67	72	96	·	86	89	98
IGROV1	92	54	91	105	125	98	·	77
NCI-H226	·	·	74	103	103	85	107	100
COLO 205	·	·	84	106	110	87	140	104
NCI/ADR-RES	83	94	62	103	113	86	107	100
NCI-H23	93	88	62	105	100	95	101	92
NCI-H322M	96	89	84	104	132	90	107	116
NCI-H460	101	86	80	110	111	86	120	106

An excerpt from above, reduced to NCI-H322M and NCI-H522.
item	Compound	NCI-H322M	NCI-H522
38	C=C(C)[C@@H]1CC[C@]2(C(=O)N3CCN(C)CC3)CC[C@]3(C)[C@H](CC[C@@H]4[C@@](C)(CCC#N)[C@H](C(=C)C)CC[C@]43C)[C@@H]12	90	86
39	Nc1cc(S(=O)(=O)O)ccc1S(=O)(=O)O	107	89

(continued)
41. COc1ccc(/C=c2\nc3n(-c4ccccc4)c4nc5c6c(sc5c(=N)n4n-3c2=O)CCCC6)cc1
42. COc1ccc2cc([C@H](C)C(=O)O)ccc2c1
43. O=C(N/N=C\c1cc(Cl)ccc1[N+](=O)[O-])c1ccco1
44. O=S(=O)(O)C(O)CC=C(C(O)S(=O)(=O)O)C(O)S(=O)(=O)O (centres undefined)
45. Cc1nn(-c2ccccc2)c(Oc2c(Cl)cccc2Cl)c1/C=N/NC(=O)Cn1c(=O)sc2ccccc21
46. COc1ccc2nc(-c3ccc(Cl)cc3)cc(-c3nnc(SCC(=O)c4ccccc4)n3-c3ccccc3)c2c1
47. O/N=C1\C2CC=C(c3ccccc3)C1CCC2 (centres undefined)
48. CCCCCCC(=O)C1C(=O)c2ccccc2C1=O
Assay by compound	41	42	43	44	45	46	47	48
SK-OV-3	·	114	130	104	98	88	99	106
NCI-H522	83	97	97	69	77	·	88	107
IGROV1	61	105	127	99	89	105	103	98
NCI-H226	69	100	105	87	95	96	84	93
COLO 205	111	114	139	·	104	102	109	100
NCI/ADR-RES	83	99	100	102	82	89	100	91
NCI-H23	81	95	98	97	93	95	93	88
NCI-H322M	95	103	126	110	89	92	107	105
NCI-H460	98	104	101	100	102	108	107	104

49. O=C(c1ccc(O)cc1)[C@@H]1CN[C@]2(C(=O)Nc3ccccc32)[C@H]1c1ccc(F)cc1
50. CC1(COc2ccc3ncc(C#Cc4cncc(C(=O)Nc5ccc(C#N)c(C(F)(F)F)c5)c4)n3n2)COC1
51. O=C(O)c1cc(-c2cccc3ccccc23)nc2ccccc12
52. CO/N=C(\c1ccccc1)c1oc2ccc(N)cc2c1C
53. Fc1cc(-c2nnc3n2NC(=Nc2cc(Cl)c(Cl)cc2Cl)CS3)c(Cl)cc1Cl
54. CC(=C(C#N)C#N)c1ccccc1
55. CC(=O)Nc1nc(-c2ccc(N3CCN(C)CC3)c(NS(=O)(=O)c3cccc4c(N(C)C)cccc34)c2)cs1
56. Cc1ccc(C(C)C)c(NC(=S)N/N=C/c2ccccc2O)c1
Assay by compound	49	50	51	52	53	54	55	56
SK-OV-3	114	102	110	108	100	104	64	110
NCI-H522	97	95	102	92	79	94	60	87
IGROV1	91	106	105	102	66	111	85	78
NCI-H226	98	99	105	108	104	110	76	98
COLO 205	113	107	112	104	107	116	47	119
NCI/ADR-RES	103	108	103	100	93	108	95	101
NCI-H23	98	101	101	100	83	107	58	86
NCI-H322M	99	114	107	·	100	107	65	83
NCI-H460	111	108	106	110	98	114	59	95

57. CNC(=O)c1ccccc1C(O)c1ccc(C)cc1 (centres undefined)
58. COc1ccc(-c2nc(-c3ccc(OC)cc3)c3ccccc3n2)cc1
59. Clc1ccc(Cc2nc3ccccc3s2)cc1
60. COc1ccc(-c2cn(-c3cccc(C(=O)/C=C/c4cc(OC)c(OC)c(OC)c4)c3)c(=O)[nH]2)cc1OC
61. CCN(c1cc(-c2ccc(CN3CCN(C(=O)CCCCCCCCCCCCCCC(=O)N[C@H](C(=O)N4C[C@H](O)C[C@H]4C(=O)NCc4ccc(-c5scnc5C)cc4)C(C)(C)C)CC3)cc2)cc(C(=O)NCc2c(C)cc(C)[nH]c2=O)c1C)C1CCOCC1
62. O=C(CI)NC(Cc1c[nH]c2ccccc12)C(=O)O (centres undefined)
63. CCOC(=O)C1=C(c2ccccc2)N=C2SC=C(c3ccc(Cl)cc3)N2C1c1ccc(Br)cc1 (centres undefined)
64. COC(=O)/C(CCC=C(C)C)=C1\[C@@H](OC(C)=O)C[C@@]2(C)[C@H]1C/C(=N/O)[C@H]1[C@@]3(C)CC/C(=N\O)[C@@H](C)[C@@H]3CC[C@@]12C
Assay by compound	57	58	59	60	61	62	63	64
SK-OV-3	120	86	128	83	98	113	83	107
NCI-H522	111	87	99	74	93	40	69	-57*
IGROV1	117	86	92	·	75	104	75	100
NCI-H226	94	81	89	88	86	93	77	97
COLO 205	115	92	117	91	105	111	83	106
NCI/ADR-RES	112	87	95	91	100	100	83	102
NCI-H23	105	81	89	94	104	94	70	99
NCI-H322M	112	91	89	95	98	92	91	109
NCI-H460	106	101	105	91	101	104	85	105

65. Cc1cc2c(F)c(Oc3ncnc(Nc4ccc(N5C[C@@H](C)N[C@@H](C)C5)cc4)c3C#N)cc(F)c2[nH]1
66. O=C(Cc1c(F)cccc1Cl)Nc1ccc(S(=O)(=O)Nc2ncccn2)cc1
67. O=C(N/N=C/c1c[nH]c2ccccc12)Nc1ccc(F)cc1
68. c1ccc2sc(SCCCn3ccnc3)nc2c1
Assay by compound	65	66	67	68
SK-OV-3	93	102	91	90
NCI-H522	-22*	104	13	50
IGROV1	73	-23*	76	103
NCI-H226	74	99	91	75
COLO 205	-57*	105	83	98
NCI/ADR-RES	51	108	65	94
NCI-H23	75	98	80	81
NCI-H322M	48	116	92	99
NCI-H460	6.4*	114	77	98
